# Bioassay records (PubChem BioAssay)
# Menin-MLL TR inh = inhibitors of human menin-MLL interaction, mutant MLL peptide | Potency, µM (highest dose often 61.6 µM), for the others: top-dose FP activity change, negative = inhibition, actives largely listed as inhibitors | 0.23% of 270,000 active | AID 1768 | O00255 | Menin + Texas Red MLL mutant peptide, fluorescence polarization; active = well fitted inhibition curve with a large enough effect in the polarisation, with a control signal flat, not every such curve was filed as active; inconclusive = small, poorly fitted or top-dose-only effect, or effect the other way, or a change in a side signal; inactive = no such curve, though single readings can be large or run the other way; the % refers to the polarisation; note: potency is the fitted concentration of half-maximal effect; % of control where 0% means no effect; many of its hits are not listed in these tables
# Mito fusion yeast = inhibitors of mitochondrial division or activators of mitochondrial fusion; Potency, µM (highest dose often 46.1 µM), for inactives: at the top dose growth rescue (activation), usual class: activators; S. cerevisiae fusion-defective mutant growth rescue, CellTiterGlo 48 h; 0.23% of 320,000 active;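 note: potency is the fitted concentration of half-maximal effect; % of control where 0% means no effect; nearly all actives have a fitted effect of over 45% in size; temperature-sensitive fusion mutants such as fzo1-1 at 37 °C on non-fermentable ethanol glycerol medium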
#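 Luminescent cell viability in 1536-well qHTS format served as the measure of rescued growth in ts fusion-mutant S. cerevisiae cultured on non-fermentable YPEG for 48 hours at 37C.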
# MBNL1-CUG inh = inhibitors of human MBNL1 binding to CUG repeat RNA | Q9NR56 | TR-FRET MBNL1-His/biotin-(CUG)12 binding, 665/545 ratio | Potency, µM (titrated, usually from 57.5 µM), for inactives: top-dose activity change, negative = inhibition, most hits filed as inhibitors | 0.036% of 280,000 active; active = well fitted inhibition curve with a large enough effect in the signal ratio, with a control signal flat, not every such curve was filed as active; inconclusive = small, poorly fitted or top-dose-only effect, or effect the other way, or a change in a side signal; inactive = no such curve, though single readings can be large or run the other way; the % refers to the signal ratio; note: potency is the fitted concentration of half-maximal effect; % is set by controls: 0 for no effect and ±100 for the full control effect
#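 MBNL1-His + Biotin-(CUG)12, cpd titration 92 nM–58 uM; Tb anti-His Ab 0.055 ng/ul, SA-XL665 5 nM (final); 60 min RT; ratiometric 665/545 nm, Ex 340 nm; normalized to buffer and full-complex controls.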
# TCR activator = activators of T cell receptors. Potency, µM (highest dose often 9.22 µM), for the others: at the highest dose activation of IL-2 secretion, actives largely listed as activators. 330,000 tested, under 10 active. primary human leukocytes, anti-CD3, IL-2 HTRF, 48 h; note: % of control where 0% means no effect
#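 IL-2 produced over 48 hr by a-CD3 bead-stimulated primary human leukocytes exposed to compounds was detected with a homogeneous time-resolved FRET immunoassay, 665nm acceptor signal after 320nm excitation.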
# A-T KAP1 phos = potential ataxia-telangiectasia treatments restoring KAP-1 phosphorylation. […] A-T fibroblasts, KAP-1 phosphorylation AlphaLISA; neocarzinostatin DNA damage 30 min before lysis. Potency, µM (doses to about 57.5 µM), for inactives: top-dose activation, most hits filed as activators. 0.19% of 320,000 active. AID 485349; note: potency is the fitted concentration of half-maximal effect; % of control where 0% means no effect; nearly all actives have a fitted effect of over 45% in size
#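 hTERT-immortalized A-T patient fibroblasts ([…]), 500 cells/well in OPTI-MEM, 1% FBS, got compounds for 60 min, then NCS for 30 min at 37C. Lysates were then assayed for phospho-KAP-1 by AlphaLISA (anti-pKAP1 donor, anti-KAP1 acceptor beads), 6 hr at 25C.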
# TSHR antag = antagonists of human thyroid stimulating hormone receptor | P16473 | TSHR-expressing cells, TSH-stimulated cAMP HTRF, 2 h; stronger effect = lower value | activity change, negative = inhibition, % at 11.5 µM | 0.2% of 330,000 active | AID 504810;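 active = activity change below a set negative limit, meaning inhibition stronger than a set level, cut at about -70% in these data; inconclusive = activity change between two set negative limits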; note: % is set by controls: 0 for no effect and ±100 for the full control effect
#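 Competitive HTRF cAMP read-out (cryptate anti-cAMP antibody, cAMP-d2; 30 min, room temperature) in freshly harvested TSHR cells. Compounds added before TSH at EC80 (4nM final), followed by 2 hours' incubation at 37 deg C.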
# Integrin act MD = activators of alpha7 integrin expression for muscular dystrophy; alpha7betagal myoblasts, beta-gal FDG fluorescence, 48 h; Potency, µM (top dose mostly 38.3 µM), without a hit: at the highest dose activation, hits mostly activators; 0.064% of 350,000 active;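 note: potency is the fitted concentration of half-maximal effect; 100% = response of the positive control SU9516; nearly all actives have a fitted effect of over 60% in size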
#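 alpha7betagal+/- myoblasts (passage 13, 250/well) treated 48 h at 37C with compounds at 1:260 dilution of DMSO stock. Lysed, then beta-galactosidase activity read as FDG fluorescence (ex 480/em 540) after 30 min, with pre-read for autofluorescence.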
# TSG101-PTAP inh = blocks PTAP/TSG101 interaction to inhibit HIV-1 budding | Q99816 | Fluorescence polarization, FITC-PTAP peptide / Tsg101 binding | Potency, µM (top dose mostly 115 µM), inactives show at the top dose activity change, negative = inhibition, most hits filed as inhibitors | 340,000 tested, under 10 active; active = well fitted inhibition curve with a large enough effect in the main read-out, with a control signal flat, not every such curve was filed as active; inconclusive = small, poorly fitted or top-dose-only effect, or effect the other way, or a change in a side signal; inactive = no such curve, though single readings can be large or run the other way; note: potency is the fitted concentration of half-maximal effect; % of control where 0% means no effect
# Target sequence (Q99816 whole entry, looked up): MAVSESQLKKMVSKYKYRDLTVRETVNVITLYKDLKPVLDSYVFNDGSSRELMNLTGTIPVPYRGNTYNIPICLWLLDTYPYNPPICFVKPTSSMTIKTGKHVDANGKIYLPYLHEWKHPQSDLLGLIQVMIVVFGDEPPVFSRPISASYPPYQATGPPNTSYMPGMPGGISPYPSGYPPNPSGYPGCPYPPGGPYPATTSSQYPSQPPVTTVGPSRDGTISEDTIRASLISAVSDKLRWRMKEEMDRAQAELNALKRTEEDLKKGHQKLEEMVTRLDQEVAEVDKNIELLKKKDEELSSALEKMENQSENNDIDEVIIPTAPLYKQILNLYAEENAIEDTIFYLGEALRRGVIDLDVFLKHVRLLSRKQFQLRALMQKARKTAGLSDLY
#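 Fluorescence polarization binding of Tsg101 binding domain (10 uM final) to FITC-labeled PTAP peptide (50 nM final) in HEPES pH 7.5 buffer with NaCl, Tween 20, EDTA, TCEP. Compounds added before peptide; binding 20 min at RT.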
# MLL CXXC-DNA inh = MLL CXXC-DNA interaction inhibition; 0.037% of 290,000 active; Potency, µM (highest dose often 115 µM), inactives show at the top dose activity change, negative = inhibition, usual class: inhibitors; MLL-CXXC / FITC-HOXA9 DNA fluorescence polarization; Q03164; active = well fitted inhibition curve with a large enough effect in the polarisation, with a control signal flat, not every such curve was filed as active; inconclusive = small, poorly fitted or top-dose-only effect, or effect the other way, or a change in a side signal; inactive = no such curve, though single readings can be large or run the other way; the % refers to the polarisation; note: potency is the fitted concentration of half-maximal effect
#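 Steps: dispense CXXC domain solution (7 uM) → pin compounds or unlabeled HOX-A9 DNA control → 5 min ambient → add FLSN-HOX-A9 solution (50 nM) → spin → 30 min ambient → fluorescence polarization. Tris pH 7.5/NaCl/DTT/BSA buffer.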
# ASM inhibitor = blocks human secretory acid sphingomyelinase; Potency, µM (doses to about 57.5 µM), for inactives: top-dose activity change, negative = inhibition, hits mostly inhibitors; 0.006% of 340,000 active; P17405; placental ASM, HMU-PC fluorogenic substrate, 60 min; AID 504937; note: potency is the fitted concentration of half-maximal effect
# Target sequence (P17405 47-631 limits assumed): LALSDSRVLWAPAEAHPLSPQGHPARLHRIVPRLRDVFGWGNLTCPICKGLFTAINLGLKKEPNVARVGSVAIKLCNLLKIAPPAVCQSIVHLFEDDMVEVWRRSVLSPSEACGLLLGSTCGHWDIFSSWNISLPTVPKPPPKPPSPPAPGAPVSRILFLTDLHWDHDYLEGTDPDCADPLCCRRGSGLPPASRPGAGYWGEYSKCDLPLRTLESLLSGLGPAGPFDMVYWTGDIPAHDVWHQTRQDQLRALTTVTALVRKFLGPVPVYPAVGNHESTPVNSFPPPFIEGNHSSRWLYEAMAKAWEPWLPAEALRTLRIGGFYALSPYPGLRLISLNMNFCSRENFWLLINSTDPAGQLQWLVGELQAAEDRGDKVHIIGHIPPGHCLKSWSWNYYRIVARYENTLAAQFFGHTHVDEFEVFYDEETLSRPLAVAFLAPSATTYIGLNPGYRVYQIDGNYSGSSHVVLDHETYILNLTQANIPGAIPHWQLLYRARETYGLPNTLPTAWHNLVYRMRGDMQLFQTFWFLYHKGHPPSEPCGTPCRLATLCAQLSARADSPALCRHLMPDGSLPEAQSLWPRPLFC
#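 Human placenta-derived ASM enzyme was preincubated with compound for 10 minutes at room temperature, then given fluorogenic substrate HMU-PC0 (9 uM final) for 60 minutes at 37 °C; a pH 10 stop preceded fluorescence reading at Ex 386/Em 447 nm.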
# * hit, by the source's call; ? = inconclusive; . = not tested or not shown; [ ] = another dose, or the depositor's remark. Unless noted, calls come from the whole dose curve; as a rule, active = well fitted curve in the direction sought with a large enough effect; inconclusive = small, poorly fitted or top-dose-only effect, or another doubt; inactive = no such curve, though single readings can be large; an effect the other way counts as inactive or inconclusive. Only part of the results is shown; rates above refer to the full screens.
SMILES,Menin-MLL TR inh,Mito fusion yeast,MBNL1-CUG inh,TCR activator,A-T KAP1 phos,TSHR antag,Integrin act MD,TSG101-PTAP inh,MLL CXXC-DNA inh,ASM inhibitor
CC(C)CCNC(=O)Cc1ccccc1[N+](=O)[O-],23.1%,0.7%,11.9%,-9.0%,1.3%,7.2,-28.5%,-6.4%,1.0%,-1.5%
CCOc1ccc(Br)cc1S(=O)(=O)Nc1cccc(S(=O)(=O)N(CC)CC)c1,4.8%,8.0%,.,-6.6%[46.1 µM],5.1%,-13.9,-10.8%,-1.5%,4.1%,-0.5%
Cc1cc([N+](=O)[O-])nn1CC(=O)N1N=C(C(F)F)CC1(O)C(F)F (centres undefined),17.0%,4.3%,4.7%,-1.0%[46.1 µM],2.8%,-2.3,-6.1%,-1.4%,-12.3%,2.3%
CCn1nnnc1SCCSc1nnnn1CC,3.5%,1.2%,3.9%,0.1%,-5.2%,11.5,5.8%,-4.7%,4.7%,0.5%
COc1cc(OC)cc(C(=O)OCC(=O)c2cc(C)n(CC3CCCO3)c2C)c1 (centres undefined),.,6.4%,.,-4.0%,5.5%,-12.0,-37.1%,-2.3%,.,-3.2%
Cc1cc([N+](=O)[O-])nn1CC(=O)Nc1ccc(Cc2ccncc2)cc1,4.1%,-3.3%,?,1.1%[46.1 µM],-2.4%,1.6,2.2%,-1.8%,2.5%,-5.1%
CSc1ccc(C2C(C#N)=C(N)N(c3ccccc3)C3=C2C(=O)CCC3)cc1 (centres undefined),6.1%,4.7%,3.7%,1.4%,-0.5%,-14.1,-10.4%[1.53 µM],1.9%,1.7%,-1.0%
Cc1ccc(C(=O)NN=C2CCCCCC2)s1,-2.9%,2.3%,5.4%,-3.0%,9.4%,-6.7,41.7%,-8.3%,-1.6%,-7.8%
COc1ccccc1OCC(=O)NCCSCc1ccc(Cl)cc1,6.7%,20.9%,1.6%,-5.2%[46.1 µM],2.8%,0.0,-4.1%,-2.1%,-9.1%,0.7%
COC(=O)c1cccn(CC(=O)c2ccc(Cl)cc2)c1=O,-3.9%,-4.5%,-1.6%,-5.7%,0.1%,-0.5,-23.8%,-8.4%,3.3%,5.5%
CC(=O)Oc1ccc(/C=N/NC(=O)c2ccc(N(C)S(=O)(=O)c3ccccc3)cc2)cc1,?,-1.9%,?,-7.6%,-5.6%,-13.0,-6.4%,-4.4%,-1.4%,-3.7%
Cc1c(C(=O)N2CCN(c3ccc([N+](=O)[O-])cc3)CC2)sc2ncn(CC(=O)N3CCOCC3)c(=O)c12,-3.2%,15.5%,?,-6.0%,8.9%,-17.2,-4.8%,0.8%,2.5%,-13.4%
Cn1c(=O)[nH]c(=O)c2c1nc([N+](=O)[O-])n2Cc1ccccc1,.,-9.8%,.,6.7%,9.1%,-29.0,-67.9%[inhibitor],-2.0%,-7.0%,-1.7%
CCOc1ccccc1NC(=O)COC(=O)CSc1ccc(Cl)cc1,-12.4%,-1.3%,.,2.5%[46.1 µM],2.2%,8.0,-2.0%,-1.7%,-10.6%,-0.4%
O=C(Nc1cccc(F)c1)c1coc(=O)c(Br)c1,?,-3.0%,25.7%,-5.5%[46.1 µM],0.2%,-4.0,?,-4.1%,-9.4%,.
COC(=O)c1c(C)oc(C)c1S(=O)(=O)N(C)C1CCCCC1,.,1.2%,.,-3.3%,5.5%,-0.2,7.9%,-0.3%,3.9%,2.9%
Cn1c(=O)c(-c2ccccc2[N+](=O)[O-])c(Cl)c2ccccc21,-5.1%,-4.9%,?,-2.1%,4.1%,-0.2,-19.2%,-6.8%,-0.7%,-3.4%
O=C(Cn1cc([N+](=O)[O-])cn1)N1CCN(Cc2ccc3c(c2)OCO3)CC1,-11.6%,-3.6%,13.1%,1.4%,1.3%,28.6,-9.7%,1.1%,-0.8%,0.0%
CSCCC(NC(=O)COc1ccccc1)C(=O)N(C)Cc1ccc(SC)cc1 (centres undefined),.,3.6%,.,.,-0.4%,-12.3,?,4.4%,.,0.7%
CCNS(=O)(=O)c1ccc(OC)c(C(=O)NC2CCCCC2)c1,-1.3%,0.0%,3.6%,1.4%,-5.2%,-8.4,0.9%,-4.7%,3.8%,-2.0%
CC(Sc1ncnc2sccc12)C(=O)Nc1ccc(S(N)(=O)=O)cc1 (centres undefined),.,.,.,-5.1%[46.1 µM],11.4%,-3.3,-8.1%,3.7%,.,0.3%
O=C1C=CC(=O)N1CCCCCCCCCCN1C(=O)C=CC1=O,.,.,.,-0.8%,.,.,-38.5%[inhibitor],-5.3%,.,1.3%
O=C(NCSc1ccncn1)c1ccccc1,28.8%,0.4%,-3.9%,-4.2%,1.4%,9.4,3.5%,-4.4%,?,3.2%
O=C(Oc1cccc(C(=S)N2CCOCC2)c1)c1ccc([N+](=O)[O-])cc1[N+](=O)[O-],27.9%,-26.8%,?,0.5%,-2.4%,1.1,0.0%,-0.1%,14.2%,2.3%
CCOC(=O)c1cc2sc(C)cc2n1CC(=O)N1CCc2ccccc21,-9.9%,3.6%,-0.6%,.,2.4%,24.7,20.7%,-4.3%,27.7%,-2.9%
CN(/N=C/c1ccc(N(C)C)cc1)C1=NS(=O)(=O)c2ccccc21,27.5%,-20.6%,?,2.6%,-14.3%,-3.4,1.5%,?,-15.9%,-1.6%
CCCCNC(=S)NNC(=O)c1ccncc1,-2.1%,-0.9%,-0.8%,-4.2%,-7.0%,14.5,5.0%,-0.4%,8.2%,2.9%
COc1ccc(-n2nnc3c(SCC(=O)Nc4ccccc4F)ncnc32)cc1,1.4%,1.2%,-8.4%,-1.0%,0.2%,-1.3,1.0%,0.9%,2.0%,2.2%
CN(C)S(=O)(=O)c1ccc(Cl)c(NC(=O)CSc2nc3ccccc3c(=O)n2CCCN2CCOCC2)c1,5.6%,-3.9%,-8.1%,-12.7%[46.1 µM],4.7%,-1.3,19.9%,-6.4%,8.1%,-1.7%
Cc1ccc(C(=O)C(C)OC(=O)CCS(=O)(=O)c2ccc(C)cc2)cc1 (centres undefined),.,-6.5%,.,0.9%,-0.4%,-0.8,7.4%,0.2%,.,-0.9%
Cc1cc(C(=O)CN2C(=O)NC3(CCCc4ccccc43)C2=O)c(C)n1C (centres undefined),4.2%,-0.7%,-5.8%,0.7%,-3.5%,25.7,5.7%,-1.5%,5.2%,7.4%
Brc1cccc(CNCC2CCCO2)c1 (centres undefined),-11.9%,0.1%,-0.2%,.,-0.1%,7.7,15.9%,-1.9%,0.0%,-0.2%
COc1cc(C(=O)OCC(=O)N2CCCC2)cc2c1OCCO2,.,-6.2%,.,-5.3%,3.6%,-6.1,-8.2%,-11.6%,.,2.8%
COc1cccc(CN(C)C(=O)C2CC(=O)N(c3ccc4c(c3)OCCO4)C2)c1 (centres undefined),.,-1.3%,.,-1.5%,-7.9%,4.5,-24.1%,-0.7%,.,-0.3%
Cc1ccc(-c2nc(CN(Cc3c(C)nn(C)c3C)C(C)C)c(C)o2)o1,-7.9%,-1.2%,-11.7%,-1.8%,0.0%,1.0,24.0%,0.0%,5.0%,3.1%
N#CC1=C(S)N(c2ccc(F)cc2)C(c2ccco2)NC1=O (centres undefined),-6.5%,-4.9%,0.9%,.,12.7%,-3.6,-11.5%,-0.6%,-11.6%,-0.3%
Cc1ccccc1Nc1nc(N)nc(-c2oc3ccccc3c2C)n1,.,?,.,0.4%,-6.4%,-10.2,-18.6%,-0.8%,-7.4%,6.9%
Cc1ccc(S(=O)(=O)CCC(=O)OCC(=O)Nc2cc(S(=O)(=O)N3CCOCC3)ccc2C)cc1,.,-1.6%,.,-2.5%,-0.5%,-6.7,-14.8%,-3.3%,.,-1.5%
Cc1ccc(C2N(c3cccc(Cl)c3)C(=O)N3CCCN23)cc1 (centres undefined),.,-1.0%,.,2.1%,5.6%,-22.1,1.7%,-8.5%,2.9%,-1.4%
COc1cccc(C2N=C(c3ccccc3C)NO2)c1OC (centres undefined),3.0%,2.0%,-1.6%,0.9%,-0.5%,-5.0,-14.9%,-0.2%,-3.3%,-19.9%
CCOC(=O)Nc1cc(N)ncn1,.,.,.,1.3%,.,.,19.2%,-4.3%,.,-2.7%
O=C(COC(=O)c1cc(=O)[nH]c2ccccc12)NCc1ccccc1,.,.,.,1.7%,-0.3%,.,6.5%,0.3%,.,17.0%
O=C(CSc1nnnn1C1CCCCC1)N1CCCC1,0.8%,-0.8%,-9.2%,-6.2%,-0.6%,-0.3,19.3%,2.7%,-14.1%,1.3%
